Assay outcomes (PubChem BioAssay)
Tb PYK inh: qHTS of Trypanosoma Brucei Inhibitors; actives 0.12% (n = 410,000); Potency, µM (series often up to 76.8 µM), for the others: at the highest dose activity, negative = inhibition, most hits filed as inhibitors; TbPYK enzyme, Kinase-Glo Plus ATP luminescence, 45 min; AID 624173, 2012; also: potency is read from the fitted curve at half-maximal effect; % is scaled to controls: 0 for no effect and ±100 for the full control effect; nearly all actives have a fitted effect of over 50% in size
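Luminescent Kinase-Glo Plus end-point after 45 min room-temperature reaction of T. brucei pyruvate kinase started with 130 uM ADP (final). Buffer TEA 50 mM pH 7.2 with KCl, MgCl2, BSA, Tween-20; titration-based qHTS with fitted concentration-effect curves.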
AMA1 RON2 block: qHTS for Inhibitors of AMA1-RON; Towards Development of Antimalarial Drug Lead: Primary Screen | AlphaScreen AMA1-biotinylated RON2 peptide binding | Potency, µM (doses to about 58.2 µM), inactives show at the highest dose activity change, negative = inhibition, most hits filed as inhibitors | AID 720542, 2013 | actives 0.2% (n = 360,000);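 also: potency is read from the fitted curve at half-maximal effect; 0% = vehicle wells and -100% = peptide control; nearly all actives have a fitted effect of over 45% in size; some results filed as inactive show a strong effect at the top dose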
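AMA1 (3D7) with his tag at 25 nM final met compounds first, then biotinylated RON2 peptide at 25 nM; detection used donor plus acceptor beads, 10 µg/mL apiece, read by AlphaScreen after 30 min at room temperature.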
Shiga inhibitor: A qHTS for Small Molecule Inhibitors of Shiga Toxin; actives 9.2% (n = 290,000); AID 2315, 2010; inhibition, % at 38.7 µM; Vero cells, Shiga toxin protein synthesis inhibition reporter; in the data active = inhibition mostly above about 28%, no sharp cut-off; inactive = mostly below about 43%; also: 0% is about no effect
Pf growth 48h: Primary qHTS for delayed death inhibitors of the malarial parasite plastid, 48 hour incubation; P. falciparum luciferase growth in erythrocytes, 48 h; Potency, µM (highest dose often 28.7 µM), for the others: top-dose activity change, negative = inhibition, hits mostly inhibitors; actives 5.9% (n = 310,000); also: potency is read from the fitted curve at half-maximal effect; % is scaled to controls: 0 for no effect and ±100 for the full control effect
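First compound was added to culture medium, then infected red cells at 0.1% parasitemia and 2% hematocrit (final). After incubation at 37 C under 5% CO2, luciferase detection reagent was dispensed and light output recorded.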
LmPK inhibitor: qHTS Assay for Inhibitors of Leishmania Mexicana Pyruvate Kinase (LmPK); purified LmPK, Kinase-Glo ATP luminescence, 1 h; Potency, µM (series often up to 57.5 µM), for inactives: at the highest dose activity change, negative = inhibition, actives largely listed as inhibitors; actives 0.37% (n = 290,000); AID 1721, 2009; also: potency is read from the fitted curve at half-maximal effect; % is scaled to controls: 0 for no effect and ±100 for the full control effect
Target sequence (Q27686 whole entry, looked up): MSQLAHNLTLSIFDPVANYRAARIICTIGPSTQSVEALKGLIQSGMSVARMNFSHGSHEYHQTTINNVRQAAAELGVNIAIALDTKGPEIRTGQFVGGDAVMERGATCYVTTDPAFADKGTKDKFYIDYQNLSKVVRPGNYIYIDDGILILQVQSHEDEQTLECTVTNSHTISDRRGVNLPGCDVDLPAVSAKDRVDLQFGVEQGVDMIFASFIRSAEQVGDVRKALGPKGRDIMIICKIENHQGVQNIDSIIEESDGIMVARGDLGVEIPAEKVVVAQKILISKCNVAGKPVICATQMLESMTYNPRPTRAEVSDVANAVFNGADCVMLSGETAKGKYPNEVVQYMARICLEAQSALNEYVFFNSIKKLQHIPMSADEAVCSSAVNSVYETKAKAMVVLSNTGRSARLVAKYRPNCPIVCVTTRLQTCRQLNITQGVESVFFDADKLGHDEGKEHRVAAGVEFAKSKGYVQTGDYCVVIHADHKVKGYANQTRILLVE
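ATP generated from ADP (0.1 mM) and PEP (0.5 mM) by 0.1 nM LmPK over 1 h at room temperature (pH 7.2 imidazole buffer) was detected by coupled luciferase luminescence. Values were normalized to uninhibited and no-enzyme wells.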
Pf growth 96h: Primary qHTS for delayed death inhibitors of the malarial parasite plastid, 96 hour incubation; actives 6.9% (n = 320,000); Potency, µM (top dose mostly 28.7 µM), inactives show top-dose activity change, negative = inhibition, actives largely listed as inhibitors; P. falciparum luciferase reporter growth, 96 h; also: potency is read from the fitted curve at half-maximal effect; % is scaled to controls: 0 for no effect and ±100 for the full control effect
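Plates of compound plus infected erythrocytes (2% hematocrit, 0.05% parasitemia final) incubate 96 hours, 37 C, 5% CO2. Detection reagent added; reduced luminescence from the parasites' luciferase reporter flags inhibition.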
CHX counter: Cycloheximide Counterscreen for Small Molecule Inhibitors of Shiga Toxin; actives 12% (n = 300,000); max response, %; cell reporter, cycloheximide protein synthesis inhibition counterscreen; in the data active = max response mostly above about 13%, no sharp cut-off; inactive = mostly below about 14%; also: read at 38.3 µM for the half of the compounds with a filed dose; 0% is about no effect
Numbers without * were called inactive; ? = inconclusive; . = not tested or not shown; & = joins results of further samples; [ ] = remark or other dose. Unless noted, calls follow the shape of the dose curve; as a rule, active = well fitted curve in the direction sought with a large enough effect; inconclusive = small, poorly fitted or top-dose-only effect, or another doubt; inactive = no such curve, though single readings can be large; an effect the other way counts as inactive or inconclusive.

SMILES	Tb PYK inh	AMA1 RON2 block	Shiga inhibitor	Pf growth 48h	LmPK inhibitor	Pf growth 96h	CHX counter
CCCCNC(=O)CCSc1ccc(C)cc1	1%	-9%	14	1%	0%	45%[activator]	-3
COc1ccc(-n2nc(C(=O)NCC(=O)N3CCCCCC3)c3ccccc3c2=O)c(OC)c1	3%	-2%	55	-10%	0%	?	16*
CC(Oc1ccccc1F)C(=O)NNC(=O)C1CC(=O)N(c2ccc3c(c2)OCCO3)C1 (configuration not stated)	-10%	100%[activator]	.	?	.	1%	.
Cc1ccc(S(=O)(=O)N2CCN(C(=O)c3cccc(-n4cccc4)c3)CC2)cc1	-20%	?	.	?	.	?	.
COC(=O)c1ccc(COC(=O)c2cnc(Cl)c(Cl)c2)cc1	-1%	-5%	87*	31%[activator]	3%	40%[activator]	35*
CCOC(=O)c1nnn(-c2nonc2-c2ccccc2)c1C	-2%	0%	46	?	4%	49%[activator]	-3
Oc1cccc(C(=S)N2CCCCC2)c1	-25%	1%	19	39%[activator]	-7%	?	-1
CC(C)c1ccccc1OCC(=O)N1CCCN(C)CC1	1%	-11%	9	5%	-5%	-2%	1
COc1ccc(/C=N/NC(=O)CCn2cnc(-c3ccccc3)c2-c2ccccc2)cc1OC	-6%	-16%	-16	?	2%	?	-4
COc1ccc(C(=O)Cn2nnc(-c3ccc(N4CCOCC4)cc3)n2)cc1OC	7%	-18%	4	-12%	1%	45%	-2
COc1cc(SC)ccc1C(=O)NC1CCCCC1	0%	-1%	51	-6%	-1%	35%[activator]	36*
CCOC(=O)Cc1csc(NS(=O)(=O)c2ccc(Cl)cc2)n1	3%	5%	-9	?	0%	8.3µM*	-2
Cc1cc(C)nc(SCC(=O)Nc2ncc(C(F)(F)F)cc2Cl)n1	-2%	11%	-4	18%	-5%	24%	-1
COc1ccc([C@@H]2CC=C(C(=O)O)[C@H](c3ccc(Cl)cc3)N2S(=O)(=O)c2ccc(Cl)cc2)cc1	2%	2%	.	?	.	17%	.
Cc1cc(NC(=O)c2ccccc2Cl)n(C(C)(C)C)n1	-1%	-19%	7	10%	-1%	7%	2
Cc1ccnc(NC(c2cccnc2)c2ccc3cccnc3c2O)c1 (configuration not stated)	125%[activator]	-80%	-11	?	3%	17%	-2
COC(=O)CSc1nc(SCc2ccc(C)cc2)nc2c1CCCC2	-5%	46%[activator]	-9	?	3%	-25%	-1
COc1ccc(OC)c(C(=O)COC(=O)COc2ccccc2F)c1	0%	9%	.	11%	.	19%	.
COc1cc(NC(=O)CSc2ccc(-c3ccco3)nn2)cc(OC)c1	?	0%	-15	-5%	-3%	10µM*	-1
CCn1c(C)nc2cc(S(=O)(=O)C(F)(F)F)ccc21	-1%	7%	14	-4%	-6%	?	-2
N#CC1=C(N)OC2=C(CCC/C2=C/c2ccoc2)C1c1ccoc1 (configuration not stated)	.	.	26	26%	7%	21%	10
CC(=O)Oc1c(C)c2c3c(c1OC(C)=O)[C@@H](C)CC[C@@H]3[C@@H](C)C[C@H]2C=C(C)C	-2%	-7%	.	12µM*	.	?	.
Cc1ccc(NC(=O)Cn2nnc(C(=O)NCc3ccc4c(c3)OCO4)c2N)cc1	-2%	7%	-5	0%	-1%	32%[activator]	1
CCCN(CCC)c1ncnc2c1cnn2-c1ccc(OC)cc1	10%	4%	66*	131%[activator]	-8%	17%	30*
CCCCNc1nc2c(S(=O)(=O)c3ccccc3)nnn2c2ccccc12	1%	3%	27	?	-10%	73%[activator]	-1
CCOC(=O)Cc1csc(NC(=O)CSc2ncnc3c2cnn3-c2ccc(OC)cc2)n1	1%	4%	81*	9.3µM*	-8%	?	19
COc1ccc(C2CC(=O)C3=C(C2)NC(C)=C(C(=O)Nc2ccccc2C)C3c2coc3ccc(C)cc3c2=O)cc1OC (configuration not stated)	-5%	-2%	2	2.3µM*	4%	?	6
Cc1cc(C)n(C(=O)c2ccc(C)o2)n1	-4%	-7%	-8	1%	1%	.	4
O=C(CSc1nnc(-c2ccccc2)o1)NC1CCCCC1	5%	-6%	17	-15%	2%	8%	-3
CC(=O)Oc1ccc(Nc2ccccc2)cc1	-17%	3%	32	-85%	1%	-23%	1
Cc1ccc(Cl)cc1N1CCN(C(=O)Cc2ccc(-n3c(=O)[nH]c4ccsc4c3=O)cc2)CC1	3%	-19%	-8	-7%	-2%	-29%	-2
CCCCOc1ccc(C(C)NC(=O)CCS(=O)(=O)Cc2ccc(C)cc2)cc1 (configuration not stated)	-3%	-5%[11.6 µM]	-6	?	3%	?	-3
O=[N+]([O-])c1cc(C(F)(F)F)ccc1N1CCC(O)CC1	14%	-1%	21	-2%	0%	-6%	-3
Cc1ccc(S(=O)(=O)N2CCCCC2)cc1C(=O)N1CCCC1	0%	8%	-3	-8%	-5%	4%	-4
COc1ccc(S(=O)(=O)NCC(c2cccnc2)N2CCN(Cc3ccccc3)CC2)cc1C (configuration not stated)	-4%	-1%	-5	?	-1%	?	-3
CCCCCCCCCCCC(=O)NC(C(=O)O)C(O)c1ccccc1 (configuration not stated)	-3%	4%	-6	25%	5%	3%	6
Cc1cccc(N2CCN(CC(=O)NCC3CCCCC3)CC2)c1C	1%	-25%	3	25%	-1%	7%	-1
COc1cc(C(=O)Oc2ccc(Br)cc2C(=S)N2CCOCC2)cc(OC)c1OC	-15%	-6%	-9	-13%	12%	4%	-2
CC(NC(=O)COC(=O)Cc1ccsc1)C1CC2CCC1C2 (configuration not stated)	6%	23%	-11	.	1%	32%[activator]	0
Cc1[nH]c(=O)c(C#N)c2c1COC(C)(C)C2	3%	-8%	18	-4%	-1%	0%	9
CCOC(=O)C1CCCN(C(=O)c2ccc(CS(=O)(=O)c3ccc(Br)cc3)o2)C1 (configuration not stated)	4%	-3%	-8	-24%	3%	?	-4
CCCC(=O)N(Cc1cc2cccc(C)c2[nH]c1=O)c1ccccc1OC	-4%	0%	6	12µM*	-4%	-13%	2
Cn1c(=O)n(C)c2cc(S(=O)(=O)N3CCN(c4ccccc4)CC3)ccc21	4%	5%	-3	15%	0%	0%	-1
Cc1ccc(C)c(OCCC(=O)OCC(=O)c2c(N)n(C)c(=O)n(C)c2=O)c1	0%	-3%	.	-15%	.	17%	.
CC(C)C(=O)Nc1ccc(C(=O)Nc2ccc(Br)cc2F)cc1	-6%	0%	21	40%[activator]	3%[11.5 µM]	47%[activator]	29
O=C(CCl)c1ccc(Oc2ccc(C(=O)CCl)cc2)cc1	-15%	.	.	?	.	-8%	.
COc1cc(CNC(=O)CCCC/C=C/C(C)C)ccc1O	-9%&-13%	7%	.	-6%&-10%	.	?	.
CC(NC(=O)Nc1ccccc1O)(C(F)(F)F)C(F)(F)F	-9%	25%	25	-18%	3%	.	12
Cc1[nH]n(-c2ccc([N+](=O)[O-])cc2)c(=O)c1C=NCCN1CCN(C(=O)c2ccccc2)CC1	-18%	4%	-13	.	28µM*	.	-4
Cc1ccc(CNC(=O)CN2C(=O)NC3(CC(C)CC(C)(C)C3)C2=O)cc1 (configuration not stated)	-1%	6%	.	-1%	.	8%	.
CCOC(=O)/C(=C/c1ccc(OC(=O)c2ccncc2)cc1)C(C)=O	-12%	7%	-16	10%	0%	17%	9
CC(C)CCSc1nc2c(c(=O)[nH]c(=O)n2C)n1CCCc1ccccc1	-3%	5%	22	0%	0%	5.9µM*	5
OCCC1CN(CCCc2ccccc2)CCN1Cc1ccc(F)cc1 (configuration not stated)	2%	-3%	-19	?	6%	?	-2
COC(=O)c1ccc(CSc2nnc(C)s2)cc1	?	2%	67*	149%[activator]	-4%	3%	38*
O=C(Cc1n[nH]c(=O)c2ccccc12)OCC(=O)c1ccc(F)c(F)c1	-1%	-9%	.	-4%	.	31%[activator]	.
Cc1cnc(C(=O)Nc2nnc(C)s2)cn1	-2%	93%[activator]	9	23%	-3%	3%	-2
COC(=O)C1=C(C)N(c2ccc(Br)cc2)C(=O)/C1=C\c1ccco1	2%	-26%	15	-26%	0%	89%[activator]	20
C=C1C/C(=C/C)C(=O)O[C@@H]2CCN3CC=C(COC(=O)[C@]1(C)O)[C@H]23	5%	-5%	-17	-14%	5%	-22%	-5
Cn1c(=S)ccc2ccccc21	-19%	-4%	-4	22%	0%	19%	9
Cc1cc2nc(C(F)(F)F)cc(-c3cccs3)n2n1	14%	37%[activator]	-5	19%	8%	28%	-2

The list goes on.
SMILES	Tb PYK inh	AMA1 RON2 block	Shiga inhibitor	Pf growth 48h	LmPK inhibitor	Pf growth 96h	CHX counter
CC(NS(=O)(=O)c1ccccc1)C(c1cccs1)N1CCN(C)CC1 (configuration not stated)	18%	7%	-16	19%	1%	?	-1
Cc1cccc(NC(=S)NC23CN4CN(CN(C4)C2)C3)c1C	5%	6%	34	8%	-2%	?	6
CS(=O)(=O)N(CC(=O)NCC1CCCO1)c1ccc(Cl)c(Cl)c1 (configuration not stated)	0%	12%	-12	.	3%	-29%	-1
O=C(COC(=O)c1cc([N+](=O)[O-])ccc1NCCO)Nc1cccc(S(=O)(=O)N2CCCC2)c1	-2%	-8%	.	?	.	?	.
CCOc1ccccc1NC(=S)N1CCN(c2nc(-c3ccc(F)cc3)cs2)CC1	-3%	16%	6	?	-2%	18%	9
Cc1ccc(SCC(=O)NCc2ccncc2)cc1	6%	-8%	-8	-1%	0%	86%[activator]	-2
CSc1ccccc1NC(=O)c1cc(Cl)sc1Cl	0%	14%	25	.	-2%	-3%	2
O=C(CN1CCOCC1)NCc1ccccc1	-3%	3%	-12	9%	10%	?	-2
Cn1c(=O)c2c(nc(CN3CCN(c4ccccc4)CC3)n2Cc2ccccc2F)n(C)c1=O	.	.	2	-17%	1%	.	-4
CNC(=S)N=Nc1c(O)[nH]c2ccc(C(C)C)cc12	-15%	26%	-3	?	2%	6.6µM*	-3

An unsorted share of the library; 21% or so of the library scored in one or more.
